NPSR antag = qHTS Assay for Antagonists of the Neuropeptide S Receptor: cAMP Signal Transduction. Potency, µM (top dose mostly 38.3 µM), for the others: top-dose activity change, negative = inhibition, usual class: inhibitors. CHO-NPSR cells, cAMP TR-FRET, antagonist mode. hit rate 1% among 220,000; also: potency is read from the fitted curve at half-maximal effect; % is scaled to controls: 0 for no effect and ±100 for the full control effect; nearly all actives have a fitted effect of over 50% in size; many of its hits are not listed in these tables
Target sequence (Q6W5P4 whole entry, looked up): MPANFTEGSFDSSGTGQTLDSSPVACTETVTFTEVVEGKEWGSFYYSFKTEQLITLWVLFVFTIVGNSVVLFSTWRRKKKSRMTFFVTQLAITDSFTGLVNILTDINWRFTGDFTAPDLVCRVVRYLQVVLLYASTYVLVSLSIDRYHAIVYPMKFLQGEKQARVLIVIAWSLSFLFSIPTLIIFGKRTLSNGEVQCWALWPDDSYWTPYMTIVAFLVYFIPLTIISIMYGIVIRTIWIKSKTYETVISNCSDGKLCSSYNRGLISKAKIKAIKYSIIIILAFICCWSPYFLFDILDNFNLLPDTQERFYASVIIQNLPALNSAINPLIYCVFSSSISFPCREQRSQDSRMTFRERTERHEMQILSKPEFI
Lamin A splicing = qHTS Assay for Modulators of Lamin A Splicing; Potency, µM (doses to about 46.1 µM), inactives show top-dose ratio change, negative = inhibition, hits mostly inhibitors; hit rate 0.01% among 200,000; HeLa LMNA splicing GFP/RFP minigene ratio, 48 h; active = well fitted inhibition curve with a large enough effect in the signal ratio, with a control signal flat, not every such curve was filed as active; inconclusive = small, poorly fitted or top-dose-only effect, or effect the other way, or a change in a side signal; the % refers to the signal ratio; also: potency is read from the fitted curve at half-maximal effect; % is scaled to controls: 0 for no effect and ±100 for the full control effect
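S3 HeLa stable clones carrying a lamin A-EGFP splicing minigene plus DsRed2 were seeded at 600 cells/well in Opti-MEM with 2% FBS, pin-dosed and incubated 48 h at 37°C. Acumen cytometry (488 nm) gave the GFP/RFP total-intensity ratio.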
Luc counter = Counterscreen for Luciferase (Kinase-Glo TM) Inhibition; Luciferin 4-monooxygenase (Photuris pensylvanica), Q27757; Kinase-Glo luciferase, ATP luminescence, 8 min; Potency, µM (titrated, usually from 38.3 µM), inactives show at the highest dose activity change, negative = inhibition, most hits filed as inhibitors; hit rate 0.28% among 200,000; AID 1379, 2008; also: potency is read from the fitted curve at half-maximal effect; % is scaled to controls: 0 for no effect and ±100 for the full control effect; nearly all actives have a fitted effect of over 60% in size
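Recombinant Kinase-Glo luciferase, 10 uM ATP (linear range), luciferin; imidazole pH 7.2 / KCl / MgCl2 / Tween / BSA buffer; 8 min RT; luminescence.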
IMPase Li inh = qHTS Assay for Identifying the Cell-Membrane Permeable IMPase Inhibitors: Potentiation with Lithium; CHO-M1 cells, IP1 TR-FRET (IP-One), carbachol + lithium; Potency, µM (highest dose often 59.4 µM), inactives show at the top dose activity, negative = IMPase inhibition, usual class: inhibitors; hit rate 0.35% among 210,000;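 also: IP1 builds up when IMPase is blocked and the TR-FRET signal falls; potency is read from the fitted curve at half-maximal effect; plate controls were basal vehicle for no effect and high inhibitor control for full effect; nearly all actives have a fitted effect of over 50% in size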
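Test compounds were applied to CHO-M1 cells previously cultured for 16–30 h at 2000 per well. A small lithium amount accompanied them; after 30 min at 37C, IP1 was quantified by TR-FRET.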
CBFb RUNX1 block = qHTS Assay for Compounds Blocking the Interaction Between CBF-beta and RUNX1 for the Treatment of Acute Myeloid Leukemia. Runt-related transcription factor 1 (Homo sapiens) + Core-binding factor subunit beta …. AlphaScreen CBFb-His/RUNX1-biotin binding, biochemical. Potency, µM (series often up to 59.8 µM), inactives show at the top dose activity, negative = inhibition, hits mostly inhibitors. 230,000 tested, under 10 active. AID 1477, 2009; also: % of control where 0% means no effect
Target sequence (Q01196 whole entry, looked up): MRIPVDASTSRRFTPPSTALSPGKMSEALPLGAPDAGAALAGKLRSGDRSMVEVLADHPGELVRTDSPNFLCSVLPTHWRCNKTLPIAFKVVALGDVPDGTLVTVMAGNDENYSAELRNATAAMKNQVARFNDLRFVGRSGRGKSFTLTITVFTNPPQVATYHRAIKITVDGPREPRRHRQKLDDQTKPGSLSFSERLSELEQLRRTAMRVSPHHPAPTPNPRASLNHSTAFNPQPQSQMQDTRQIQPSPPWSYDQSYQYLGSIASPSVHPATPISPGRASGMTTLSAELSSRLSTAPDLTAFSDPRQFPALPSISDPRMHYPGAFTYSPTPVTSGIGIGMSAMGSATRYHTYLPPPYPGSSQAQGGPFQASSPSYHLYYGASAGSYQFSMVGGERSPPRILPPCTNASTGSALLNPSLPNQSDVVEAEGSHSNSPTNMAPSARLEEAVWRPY
Target sequence (Q13951 whole entry, looked up): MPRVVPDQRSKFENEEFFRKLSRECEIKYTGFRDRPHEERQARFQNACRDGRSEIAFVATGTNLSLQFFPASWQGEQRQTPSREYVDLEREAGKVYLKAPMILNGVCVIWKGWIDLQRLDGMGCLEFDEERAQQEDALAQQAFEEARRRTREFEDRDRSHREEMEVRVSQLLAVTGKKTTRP
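AlphaScreen proximity signal reports loss of binding between His-tagged CBF-beta and biotin-labelled RUNX1, each at 30 nM. Proteins are pre-associated for 20 minutes, compounds added for 15 minutes, then beads for 90 minutes, all at ambient temperature.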
HttQ103 aggreg = qHTS Multiplex Assay to Identify Dual Action Probes in a Cell Model of Huntington: Aggregate Formation (GFP). PC12 HttQ103-GFP aggregates, Acumen cytometry, 40 h. Potency, µM (highest dose often 46.1 µM), inactives show at the highest dose activity change, negative = inhibition, actives largely listed as inhibitors. hit rate 1.1% among 220,000. AID 1688, 2009; also: potency is read from the fitted curve at half-maximal effect; % is scaled to controls: 0 for no effect and ±100 for the full control effect; nearly all actives have a fitted effect of over 60% in size
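Aggregate formation scored by laser-scanning cytometer (488 excitation, 500–530 emission) in lysed PC12 cells expressing Q103-GFP after 100 nM tebufenozide induction; library tested in dose series, with ATPLite reagent added in the multiplex.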
Epigenetic derep = Quantitative High-Throughput Screen for Regulators of Epigenetic Control. hit rate 0.2% among 280,000. AID 1865, 2009. Potency, µM (titrated, usually from 53.9 µM), for inactives: at the highest dose GFP activation, actives largely listed as activators. murine LDR cells, GFP reporter derepression, 30 h; also: potency is read from the fitted curve at half-maximal effect; % of control where 0% means no effect; nearly all actives have a fitted effect of over 60% in size
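Derepression of a silenced CMV-GFP reporter in murine LDR cells is scored by enumerating GFP-positive cells with a laser-scanning microplate cytometer after 30 hours of treatment at 37 C.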
Active calls of the source: *; u = inconclusive; x = not tested or not shown; [ ] = remark or other dose. Unless noted, calls follow the shape of the dose curve; as a rule, active = well fitted curve in the direction sought with a large enough effect; inconclusive = small, poorly fitted or top-dose-only effect, or another doubt; inactive = no such curve, though single readings can be large; an effect the other way counts as inactive or inconclusive. These rows are one share of the data; rates above refer to the full screens.

cpd	smiles	NPSR antag	Lamin A splicing	Luc counter	IMPase Li inh	CBFb RUNX1 block	HttQ103 aggreg	Epigenetic derep
1	CCOc1ccccc1NC(=O)NC1CCN(CC(=O)Nc2ccc3c(c2)OCCO3)CC1	-14%[46.1 µM]	-2%	4%	33%[activator][38.3 µM]	6%	8%	-1.1%
2	COC(=O)c1ccccc1NC(=O)COc1ccc(S(=O)(=O)NC(C)C)cc1	-35%	u	-1%	9%	2%	11%	0.0%
3	CC(=O)N1CCN(c2ccc(Oc3ncnc4sccc34)cc2)CC1	-9%[46.1 µM]	-11%	-4%	7%[38.3 µM]	2%	18µM*	1.4%
4	COc1ccc(Cl)cc1Nc1cc(C)nc2nc(C)nn12	17%	-1%	1%	-1%	0%[2.36 µM]	12%	-1.7%
5	Cc1nc(-c2ccc(Cl)cc2)sc1C1(C)CC(c2cccnc2)=NO1 (stereo not drawn)	12%	x	x	x	4%	13%[9.22 µM]	0.5%
6	Cc1cc(C)n2cc(CSc3ccc(Cl)cc3)nc2n1	-13%	x	x	x	1%	4%[9.22 µM]	0.1%
7	Fc1ccc(-c2cc(C(F)(F)F)nc(-n3cncn3)n2)cc1	-9%[46.1 µM]	-18%	0%	6%	-5%	-11%	-2.2%
8	CC(=O)c1cc(C#N)c(Oc2ccc(F)cc2)nc1C	0%[46.1 µM]	-1%	7%	-10%[38.3 µM]	5%	-7%	-1.1%
9	COc1ccc(C(=O)NCc2nnc(SCC(=O)NO)n2Cc2ccccc2)cc1	6%	x	0%	0%	7%	-3%	-2.6%
10	CC(=O)Nc1sc(/C(C#N)=C\c2cccc(Cl)c2)nc1-c1ccc(C)cc1	-40%	-4%	1%	u	9%	u	7.9µM*
11	CC1(C)CC(=O)C2=C(C1)OC(N)=C(C#N)C2c1cccc(OC(=O)c2ccco2)c1 (stereo not drawn)	-6%[46.1 µM]	-9%	4%	16%[38.3 µM]	25%	22%	-0.4%
12	S=C(Nc1ccc2c(c1)OCO2)Nc1ccccc1Cl	-11%	x	x	x	-11%	2%[9.22 µM]	-0.2%

Additional compounds.
cpd	smiles	NPSR antag	Lamin A splicing	Luc counter	IMPase Li inh	CBFb RUNX1 block	HttQ103 aggreg	Epigenetic derep
13	CC1(C)CC(=O)C2=C(C1)OC(N)=C(C#N)[C@@H]2c1ccccc1[N+](=O)[O-]	3%	x	x	x	0%	1%[9.22 µM]	0.1%
14	Cc1ccccc1CC1(CO)CCCN(C(=O)c2cc(Cl)ccc2F)C1 (stereo not drawn)	27%	0%[46 µM]	-1%	-11%	7%	4%[9.22 µM]	-1.1%
15	CCOC(=O)c1csc(NC(=O)CSc2nnnn2-c2ccc(OC)c(OC)c2)n1	-12%[46.1 µM]	8%	20%	28%[38.3 µM]	3%	5%	0.0%
16	CCCOc1ccc(CCC(=O)O)cc1	0%	u	3%	1%	-3%	-14%[9.22 µM]	-1.4%
17	COc1cccc(C(=O)NCc2cn3ccsc3n2)c1	2%[46.1 µM]	-9%	-2%	8%[38.3 µM]	9%	-17%	1.3%
18	COc1nc(/C=C/N(C)C)c([N+](=O)[O-])c(OC)n1	15%	x	x	x	0%	-6%[9.22 µM]	7.7%
19	Cc1cc(C)cc(NC(=O)NC(C)C2CCCO2)c1 (stereo not drawn)	-14%	x	2%	-6%	-1%	4%[9.22 µM]	-7.2%
20	Cc1ccc(NC2=NC(c3ccccc3)n3c(nc(C)cc3=O)N2)cc1 (stereo not drawn)	-9%[46.1 µM]	-19%	2%	1%[38.3 µM]	-2%	3%	-4.8%
21	CCOC(=O)C1CCN(C(=O)COc2ccc(S(=O)(=O)NC(C)C)cc2)CC1	-9%[46.1 µM]	-1%	10%	-20%[38.3 µM]	1%	13%	-2.2%
22	O=C(Nc1ncc2c(n1)-c1ccccc1CC2)c1ccccc1	-9%[46.1 µM]	-7%	1%	-3%[38.3 µM]	-2%	-22%	-1.3%
23	CN(C)CCC(O)(c1ccccc1)c1ccccc1	6%[46.1 µM]	8%	1%	28%[38.3 µM]	-2%	-17%	0.0%
24	COc1ccc(-c2csc(NC(=O)c3ccccc3C(=O)O)n2)cc1	7%	7%[9.22 µM]	-2%	-6%	19%	-18%	-5.2%

(next part)
cpd	smiles	NPSR antag	Lamin A splicing	Luc counter	IMPase Li inh	CBFb RUNX1 block	HttQ103 aggreg	Epigenetic derep
25	CC1(C)CC(=O)C(CC2C(=O)CC(C)(C)CC2=O)C(=O)C1	16%	x	x	x	8%	6%[9.22 µM]	1.2%
26	CC(=O)Nc1nc(SCC(=O)Nc2nnc(C)s2)[nH]c(=O)c1NC(=O)c1cccs1	11%	u	1%	-7%	5%	-20%	2.4%
27	Cc1cccc(N2C(=O)CC(Sc3ncn[nH]3)C2=O)c1 (stereo not drawn)	12%	x	-3%	-2%	-3%	-19%	1.1%
28	Cc1cccc(OCc2nc(C#N)c(NCCN(C)C)o2)c1	-18%[46.1 µM]	-6%	-1%	22%[38.3 µM]	7%	5%	0.3%
29	CCCCC(=O)Nc1cccn2ncnc12	14%	u	0%	6%	7%	u	-0.3%
30	Cc1ccccc1OCc1nnc(SCC(=O)N2c3ccccc3Sc3ccc(Cl)cc32)o1	-18%[46.1 µM]	u	-8%	1%[38.3 µM]	6%	-3%	-1.1%
31	COC(=O)c1sc(C(C)(C)C)cc1CSc1ccccc1	12%[7.67 µM]	x	x	x	18%	-17%[9.22 µM]	-0.3%
32	O=C(N/N=C/c1ccc(OCc2ccccc2)cc1)c1ccc(O)cc1	-45%	x	-1%	4%	11%	10%	-1.6%
33	CSc1nc(C)nc(C2CC2)c1C#N	4%	2%[46 µM]	x	x	-3%	-13%[9.22 µM]	6.5%
34	CCOC(=O)NC(=O)/C(N=Nc1cc(C)cc(C)c1)=C(\C)O	-20%	6%[46 µM]	1%	2%	3%	-5%	-0.4%
35	COc1ccc(OC)c(-c2[nH]nc3c2C(c2ccco2)C(C#N)=C(N)O3)c1 (stereo not drawn)	-14%[46.1 µM]	-3%	-1%	29%[38.3 µM]	5%	8%	0.0%
36	CCOC(=O)CNC(=S)N(CCCN1CCCCCC1)Cc1cccs1	-29%	-3%[46 µM]	-1%	7%	-8%	19%	-3.1%

Carrying on.
cpd	smiles	NPSR antag	Lamin A splicing	Luc counter	IMPase Li inh	CBFb RUNX1 block	HttQ103 aggreg	Epigenetic derep
37	O=S1(=O)C=C(N2CCCCC2)c2ccccc21	-14%[46.1 µM]	8%	-7%	-5%[38.3 µM]	-9%	0%	8.9%
38	CN(C)c1ccc(C(=O)C(O)c2ccccc2)cc1 (stereo not drawn)	-4%[46.1 µM]	-10%	-2%	4%	14%	-2%	3.5%
39	Clc1cccc(N2CCN(Cc3nnc(-c4ccccc4)o3)CC2)c1	-12%	x	0%	2%	-1%	-6%	4.8%
40	O=C1N=C(N2CCCCC2)S/C1=C\c1cn[nH]c1-c1ccccc1	-2%	-14%	1%	0%	5%	-21%	-1.9%
41	C=CCNC(=S)N1CCN(C2CCCCC2)CC1	3%	x	x	x	11%	7%[9.22 µM]	-5.3%
42	NS(=O)(=O)c1ccc(CCNC(=O)CSc2ncnc3ccccc23)cc1	-18%	-16%[46 µM]	1%	11%	-12%	-5%	-0.2%
43	CCSc1nnc(NC(=O)C(C)(C(F)(F)F)C(F)(F)F)s1	-8%[46.1 µM]	-16%	1%	38%[38.3 µM]	5%	25µM*	-1.0%
44	Cc1ccc(C=C2C(=O)c3ccccc3C2=O)o1	3%	-2%	11µM*	9%	u	-21%	0.0%
45	Cc1nn(Cc2cccc(F)c2)c(C)c1NC(=O)c1ccc(COc2ccccc2Cl)cc1	-4%[46.1 µM]	u	-4%	46%[activator][38.3 µM]	-1%	u	-1.1%
46	CC(C)c1cc(N=NC(N)=O)cc(C(C)C)c1O	-1%	x	0%	10%	-10%	31%[9.22 µM]	2.6%
47	CCCCC(=O)OCC(=O)Nc1ccc(C)c(F)c1	12%	u	1%	-5%	10%	-3%	1.1%
48	COc1cccc(N=c2oc3ccc(OC)cc3cc2-c2nc3ccccc3[nH]2)c1	-15%[46.1 µM]	22%	-19%	-13%[38.3 µM]	-1%	u	0.0%

Three compounds already listed, sorted by heavy-atom count, descending:
cpd	smiles	NPSR antag	Lamin A splicing	Luc counter	IMPase Li inh	CBFb RUNX1 block	HttQ103 aggreg	Epigenetic derep
48	COc1cccc(N=c2oc3ccc(OC)cc3cc2-c2nc3ccccc3[nH]2)c1	-15%[46.1 µM]	22%	-19%	-13%[38.3 µM]	-1%	u	0.0%
40	O=C1N=C(N2CCCCC2)S/C1=C\c1cn[nH]c1-c1ccccc1	-2%	-14%	1%	0%	5%	-21%	-1.9%
47	CCCCC(=O)OCC(=O)Nc1ccc(C)c(F)c1	12%	u	1%	-5%	10%	-3%	1.1%

The results go on.
cpd	smiles	NPSR antag	Lamin A splicing	Luc counter	IMPase Li inh	CBFb RUNX1 block	HttQ103 aggreg	Epigenetic derep
49	O=C(CCCSc1nc(-c2ccco2)cc(C(F)(F)F)n1)NCC1CCCO1 (stereo not drawn)	4%[46.1 µM]	-11%	-3%	7%	-3%	-12%	-1.2%
50	COc1ccccc1N1CCN(C(=O)c2cc(-c3cccc(Cl)c3)on2)CC1	-21%[46.1 µM]	u	-3%	-9%[38.3 µM]	4%	22%	-0.9%
51	CC(=O)NC(CC(=O)Nc1nc(C)cs1)c1ccccc1 (stereo not drawn)	17%	u	2%	-2%	-6%	-13%	-1.1%
52	CC1(C)CC(=O)C2=C(C1)NC(SCC(=O)Nc1ccccc1)=C(C#N)C21CCCCC1	u	-13%	-4%	7%[38.3 µM]	-3%	-20%	-0.4%
53	CCOc1ccc2nc(SCC(=O)N3CCCCCC3)c(C#N)cc2c1	u	-7%	3%	0%[38.3 µM]	7%	-1%	2.9%
54	CC/C(O)=N\S(=O)(=O)c1ccc(N=NN(C)C)cc1	-2%[46.1 µM]	-1%	-3%	0%	22%	-6%	-2.6%
55	COc1ccc(/C=C/c2nc(-c3ccccc3)cc(=O)[nH]2)cc1	-2%	x	x	x	-2%	23%[9.22 µM]	1.0%
56	O=C(N/C(=C\c1cccnc1)C(=O)N1CCOCC1)c1ccco1	7%	-2%[46 µM]	-1%	-3%	-10%	29%	-0.5%
